High-throughput results deposited in PubChem by National Center for Advancing Translational Sciences (NCATS).
GAA glycogen: qHTS Assay for Inhibitors and Activators of Human alpha-Glucosidase Cleavage of Glycogen | Lysosomal alpha-glucosidase (Homo sapiens), P10253 | recombinant GAA, glycogen substrate, Amplex Red glucose oxidase fluorescence | Potency, µM (titrated, usually from 76.4 µM), without a hit: at the top dose activity change, negative = inhibition, most hits filed as inhibitors | actives 0.38% (n = 300,000);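 note: 0% = full enzyme reaction and -100% = no-enzyme basal signal; the screen sought inhibitors and activators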
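Recombinant human alpha-glucosidase (4 nM final) hydrolysed bovine liver glycogen (30 ug) for 40 min at 37 C in pH 5.0 citrate/phosphate with 0.01% Tween-20. Released glucose detected by glucose oxidase/Amplex Red, Ex 573/Em 610 nm. Compounds up to 77 uM; AC50 from Hill fits.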
Tau fibril ThT: qHTS for Inhibitors of Tau Fibril Formation, Thioflavin T Binding | Microtubule-associated protein tau (Homo sapiens), P10636 | recombinant tau K18 P301L, heparin-induced fibrillization, ThT fluorescence | Potency, µM (titrated, usually from 57.4 µM), for the others: at the top dose activity, negative = inhibition, usual class: inhibitors | actives 2.1% (n = 270,000) | AID 1460, 2008; note: % is set by controls: 0 for no effect and ±100 for the full control effect; nearly all actives have a fitted effect of over 55% in size
Target sequence (P10636 561-689 P618L limits assumed): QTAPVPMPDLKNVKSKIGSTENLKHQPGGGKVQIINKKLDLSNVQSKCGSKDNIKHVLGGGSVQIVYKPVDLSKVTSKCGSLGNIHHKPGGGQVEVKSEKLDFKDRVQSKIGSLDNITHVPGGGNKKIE
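Tau K18 P301L fragment (15 uM unlabeled plus 0.24 uM Alexa 594-labeled) in 100 mM sodium acetate pH 7 with compound, fibrillization induced by 20 uM heparin for 6 hr at 37 C. Thioflavin T (30 uM) added, fluorescence read after 1 hr (ex 450, em 510 nm).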
GAA inhib: qHTS Assay for Inhibitors of Human alpha-Glucosidase as a Potential Chaperone Treatment of Pompe Disease | Potency, µM (doses to about 76.9 µM), for inactives: at the top dose activity change, negative = inhibition, hits mostly inhibitors | purified human GAA, 4-MU-alpha-glucoside fluorescence | AID 1466, 2008 | actives 0.005% (n = 200,000);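 note: plate controls were uninhibited enzyme wells for no effect and no-enzyme background for full effect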
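Endpoint fluorogenic read: 20 min room-temperature reaction of 4 nM human alpha-glucosidase with 400 uM 4-methylumbelliferyl-alpha-D-pyranoside, pH 5.0, quenched with 1M NaOH/1M glycine pH 10. AC50 from Hill modeling.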
Tau FP inhib: qHTS for Inhibitors of Tau Fibril Formation, Fluorescence Polarization | Microtubule-associated protein tau (Homo sapiens), P10636 | actives 0.39% (n = 280,000) | Potency, µM (series often up to 57.7 µM), without a hit: at the top dose activity, negative = inhibition, actives largely listed as inhibitors | K18 P301L tau heparin fibrillization, Alexa594 FP, 6 h; note: % is set by controls: 0 for no effect and ±100 for the full control effect; nearly all actives have a fitted effect of over 55% in size
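Recombinant K18 P301L […], labeled with Alexa 594 at 0.24 uM over 15 uM unlabeled; heparin inducer 20 uM final; 37 C, 6 hr; FP endpoint.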
GLA spleen mod: qHTS Assay for Inhibitors and Activators of Human alpha-Galactosidase From Spleen Homogenate. AID 2107, 2009. actives 0.008% (n = 240,000). Alpha-galactosidase A (Homo sapiens), P06280. human spleen homogenate, 4MU-alpha-Gal fluorescence, 40 min. Potency, µM (top dose mostly 80 µM), inactives show at the top dose activity change, negative = inhibition, hits mostly inhibitors;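 note: 0% = enzyme with vehicle and -100% = no enzyme basal signal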
Target sequence (P06280 32-429 limits assumed): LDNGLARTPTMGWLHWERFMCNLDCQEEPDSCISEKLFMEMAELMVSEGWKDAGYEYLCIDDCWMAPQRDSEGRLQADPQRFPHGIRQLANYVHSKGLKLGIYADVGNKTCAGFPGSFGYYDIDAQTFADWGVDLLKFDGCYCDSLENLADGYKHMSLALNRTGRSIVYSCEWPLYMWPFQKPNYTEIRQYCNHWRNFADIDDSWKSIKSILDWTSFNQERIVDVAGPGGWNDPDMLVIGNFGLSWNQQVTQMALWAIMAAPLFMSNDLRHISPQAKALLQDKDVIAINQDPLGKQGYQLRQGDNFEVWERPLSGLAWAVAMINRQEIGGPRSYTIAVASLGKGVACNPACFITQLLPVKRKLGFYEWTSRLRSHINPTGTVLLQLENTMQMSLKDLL
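Human spleen homogenate (1 ug) as enzyme source, 4-methylumbelliferyl-alpha-D-galactopyranoside 1 mM final, citrate/phosphate pH 5.0 with 0.01% Tween-20. Compounds 40 min at 37C, NaOH/glycine stop; fluorescence Ex 365/Em 440, Hill-fit AC50.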
HTT ATP protect: qHTS Multiplex Assay to Identify Dual Action Probes in a Cell Model of Huntington: Cytoprotection (ATP); actives 0.14% (n = 230,000); PC12 HTT-Q103 induced, cytoprotection, ATP luminescence, 40 h; Potency, µM (highest dose often 56.4 µM), inactives show cytoprotection (ATP increase), hits mostly activators;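 note: % of control where 0% means no effect; nearly all actives have a fitted effect of over 45% in size; toxic huntingtin expression switched on by the ecdysone agonist tebufenozide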
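ATP quantification (ATPlite) reports survival of PC12 cells in which tebufenozide, 100 nM final, switches on Htt exon 1 with 103 glutamines linked to GFP; compounds are titrated.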
Tau fluor counter: Counterscreen qHTS for Inhibitors of Tau Fibril Formation, Fluorescence Polarization. tau K18 P301L (four-repeat tau fragment) Alexa594 fluorescence, heparin fibrillization. actives 0.93% (n = 280,000). Potency, µM (top dose mostly 57.7 µM), without a hit: top-dose activity change, negative = decrease; note: % is set by controls: 0 for no effect and ±100 for the full control effect; nearly all actives have a fitted effect of over 55% in size
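Human K18 P301L tau (15 uM unlabeled plus 0.24 uM Alexa 594-labeled, final) in 100 mM sodium acetate pH 7 was mixed with compound and 20 uM heparin and incubated 6 hr at 37 C.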
GAA spleen mod: qHTS Assay for Inhibitors and Activators of Human alpha-Glucosidase From Spleen Homogenate. Potency, µM (top dose mostly 79.9 µM), for the others: at the highest dose activity change, negative = inhibition, usual class: inhibitors. actives 0.006% (n = 240,000). human spleen homogenate, 4-MU-alpha-glucoside fluorescence;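 note: 0% = enzyme with vehicle and -100% = no enzyme basal signal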
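Enzyme source: human spleen homogenate, 1 ug/well. Buffer 50 mM citric acid/K phosphate pH 5.0, 0.01% Tween-20. 4-MU-alpha-glucoside 1 mM; 37 C x 40 min; NaOH/glycine stop; fluorescence.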
An asterisk follows results filed as active; & = joins results of further samples; [ ] = another dose, or the depositor's remark. Calls come from the whole dose curve; as a rule, active = well fitted curve in the direction sought with a large enough effect; inconclusive = small, poorly fitted or top-dose-only effect, or another doubt; inactive = no such curve, though single readings can be large; an effect the other way counts as inactive or inconclusive. Potency is the fitted concentration of half-maximal effect.

COc1ccc(-n2c(=O)cc(N3CC(C)OC(C)C3)[nH]c2=O)cc1 (stereo not drawn) was read as GAA glycogen -11%, Tau fibril ThT -7%, GAA inhib -7%, Tau FP inhib 1%, GLA spleen mod 7%, HTT ATP protect -5%, Tau fluor counter 4% and GAA spleen mod 5%.
CCC1CCCCN1C(=S)Nc1cccc(S(=O)(=O)N(C)C)c1 (stereo not drawn) was read as GAA glycogen -2%, Tau fibril ThT -3%, GAA inhib 1%, Tau FP inhib -5%, GLA spleen mod 1%, HTT ATP protect -14%, Tau fluor counter -5% and GAA spleen mod -1%.
For Nc1cc(C(=O)O)ccc1Sc1ccccc1C(=O)O the results were GAA glycogen 4%, Tau fibril ThT 3%, GAA inhib 1%, Tau FP inhib -6%, GLA spleen mod 0%, HTT ATP protect -27%, Tau fluor counter 3% and GAA spleen mod 8%.
For CCCC(=O)N1CCc2cc(OC)c(OC)cc2C1COc1ccc2c(C)cc(=O)oc2c1 (stereo not drawn) the results were GAA glycogen 0%[76.3 µM], Tau fibril ThT -13%, Tau FP inhib 1% and Tau fluor counter -6%.
NS(=O)(=O)c1cc2c(cc1Cl)NCNS2(=O)=O was read as GAA glycogen 7%, Tau fibril ThT -12%&2%&6%, GAA inhib -1%[15.4 µM], Tau FP inhib -6%&6%&-7%, GLA spleen mod 2%, HTT ATP protect -49%[inhibitor], Tau fluor counter -5%&0%&-2% and GAA spleen mod 4%.
Screening CCc1nnc(NC(=O)CSc2nccn2-c2cccc(C)c2)s1 returned GAA glycogen 8%, Tau fibril ThT -16%, GAA inhib -7%, Tau FP inhib -3%, GLA spleen mod -8%, HTT ATP protect -19%, Tau fluor counter -16% and GAA spleen mod 7%.
COCCCNc1ncnc2sc3c(c12)CCC(C)C3 (stereo not drawn) was read as GAA glycogen 3%, Tau fibril ThT -21%, GAA inhib 1%, Tau FP inhib -1%, GLA spleen mod 4%, HTT ATP protect -1%[10 µM], Tau fluor counter -14% and GAA spleen mod -3%.
Cc1cc(OC(C)C(N)=O)nc(-c2ccccc2)n1 (stereo not drawn) was read as GAA glycogen 1%, Tau fibril ThT 5%, GAA inhib 2%, Tau FP inhib 5%, GLA spleen mod 4%, HTT ATP protect -4%[10 µM], Tau fluor counter 9% and GAA spleen mod 2%.
O=C(CSc1nnc(Cc2ccc(Cl)cc2)o1)Nc1ccccc1 was read as GAA glycogen 0%, Tau fibril ThT -4%, GAA inhib -1%, Tau FP inhib -15%, GLA spleen mod -17%, HTT ATP protect -33%[inhibitor], Tau fluor counter -24% and GAA spleen mod -1%.
For COc1ccc(C2CC(=O)C(C=NCCN3CCN(C(=S)Nc4ccccc4)CC3)=C(O)C2)cc1 (stereo not drawn) the results were GAA glycogen 1%, Tau fibril ThT inconclusive, Tau FP inhib -3%, GLA spleen mod 0%, HTT ATP protect -7%[10 µM], Tau fluor counter -19% and GAA spleen mod 2%.
`CCOC(=O)N1CCC(NC(=O)c2ccc(CS(=O)(=O)c3ccc(OC)cc3)o2)CC1` gave GAA glycogen -17%, Tau fibril ThT -15%, GAA inhib -2%, Tau FP inhib 7%, GLA spleen mod 0%, HTT ATP protect 4%, Tau fluor counter -9% and GAA spleen mod 5%.
`CCC(=O)N1CCc2cc(S(=O)(=O)NCCC(=O)Nc3cc(C)ccc3OC)ccc21` gave GAA glycogen inconclusive, Tau fibril ThT -3%, Tau FP inhib -9% and Tau fluor counter -11%.
For CCCSCCCNC(=O)C1CCN(C(=O)c2cc3sccc3n2C)CC1 the results were GAA glycogen -4%[76.3 µM], Tau fibril ThT -19%, Tau FP inhib -4% and Tau fluor counter -24%.
Screening COc1cccc(NC(=O)Nc2ccccc2SC)c1 returned GAA glycogen -16%, Tau fibril ThT inconclusive, GAA inhib inconclusive, Tau FP inhib -13%, GLA spleen mod 5%, HTT ATP protect -13%[10 µM], Tau fluor counter -12% and GAA spleen mod -6%.
For COc1ccccc1N1CCN(S(=O)(=O)c2ccc(Cl)s2)CC1 the results were GAA glycogen -6%, Tau fibril ThT -11%, GAA inhib -13%, Tau FP inhib 13%, GLA spleen mod -4%, HTT ATP protect -8%[0.074 µM], Tau fluor counter -25% and GAA spleen mod -9%.
Screening CCCCOC(=O)c1ccc(NC(=O)c2cc3c(=O)n4cccc(C)c4nc3s2)cc1 returned GAA glycogen -5%[76.3 µM], Tau fibril ThT -10%, Tau FP inhib -1% and Tau fluor counter -9%.
Screening CC(C)Oc1ccc(C2CC(=O)N(c3cccc(C(=O)O)c3)C2=O)cc1 (stereo not drawn) returned GAA glycogen -2%, Tau fibril ThT -2%, GAA inhib 0%, Tau FP inhib 2%, GLA spleen mod -3%, HTT ATP protect -10%, Tau fluor counter 6% and GAA spleen mod 0%.
Screening CCc1ccc(N(CC(=O)NC)S(C)(=O)=O)cc1 returned GAA glycogen 6%, Tau fibril ThT -6%, GAA inhib -13%, Tau FP inhib 5%, GLA spleen mod -5%, HTT ATP protect 7%, Tau fluor counter 9% and GAA spleen mod 0%.
For Cc1ccc2ncnc(Nc3ccc(C)c(C)c3)c2c1 the results were GAA glycogen 0%, Tau fibril ThT inconclusive, GAA inhib -6%, Tau FP inhib -10%, GLA spleen mod 0%, HTT ATP protect -23%, Tau fluor counter inconclusive and GAA spleen mod 0%.
For Cc1ccc(-n2nc(C(=O)N3CCOCC3)cc2-c2ccc(Cl)cc2)cc1 the results were GAA glycogen -2%, Tau fibril ThT -18%, GAA inhib 0%, Tau FP inhib -4%, GLA spleen mod 0%, HTT ATP protect 1%[10 µM], Tau fluor counter -9% and GAA spleen mod -3%.
`CCOCCn1c(N2CCN(c3ccccc3)CC2)nc2c1c(=O)n(C)c(=O)n2C` gave GAA glycogen 4%, Tau fibril ThT -14%, GAA inhib -6%, Tau FP inhib 2%, GLA spleen mod 3%, HTT ATP protect 2%, Tau fluor counter -10% and GAA spleen mod 4%.
For CCOc1ccc(CCNC(=O)C2CCN(C(=O)N3CC(CC)Oc4ccc(C)cc43)CC2)cc1 (stereo not drawn) the results were GAA glycogen 14%[76.3 µM], Tau fibril ThT -11%, Tau FP inhib -8% and Tau fluor counter -13%.
`COc1cccc(C(c2sc3ncnn3c2O)N2CCc3ccccc3C2)c1` (stereo not drawn) gave GAA glycogen -1%, Tau fibril ThT -4%, GAA inhib -10%, Tau FP inhib 1%, GLA spleen mod -15%, HTT ATP protect -14%, Tau fluor counter 2% and GAA spleen mod 2%.
Screening COc1ccc(OC)c(NC(=O)CSc2nnc(C)n2Cc2ccccc2)c1 returned GAA glycogen -7%, Tau fibril ThT 8%, GAA inhib 0%, Tau FP inhib 3%, GLA spleen mod -2%, HTT ATP protect 9%, Tau fluor counter 3% and GAA spleen mod -6%.
`Cc1cc(C)nc(NS(=O)(=O)c2ccc(NC(=S)NC(=O)C(C)C)cc2)n1` gave GAA glycogen -6%, Tau fibril ThT -4%, GAA inhib 6%, Tau FP inhib 6%, GLA spleen mod 1%, HTT ATP protect 1%[10 µM], Tau fluor counter 1% and GAA spleen mod 1%.
For COc1cccc(N=CC2=C(O)CCCC2=O)c1 the results were GAA glycogen 9%, Tau fibril ThT -1%, GAA inhib -1%, Tau FP inhib 11%, GLA spleen mod 6%, HTT ATP protect -33%[inhibitor], Tau fluor counter 0% and GAA spleen mod -18%.
Screening O=CN1CC(=O)N(c2ccccc2)c2c([nH]c3ccccc23)C1 returned GAA glycogen 0%, Tau fibril ThT -10%, GAA inhib 4%, Tau FP inhib -11%, GLA spleen mod 1%, HTT ATP protect 26%, Tau fluor counter -9% and GAA spleen mod -1%.
Cc1cc(=O)[nH]c(SCc2cc(Cl)ccc2OC(F)F)n1 was read as GAA glycogen 2%, Tau fibril ThT -10%, GAA inhib 3%, Tau FP inhib -5%, GLA spleen mod -3%, HTT ATP protect -11%, Tau fluor counter -12% and GAA spleen mod -6%.
For CCN1CCN(C(=O)CCN2C(=O)c3ccccc3C2=O)CC1 the results were GAA glycogen 11%, Tau fibril ThT -2%, GAA inhib 9%, Tau FP inhib 1%, GLA spleen mod -2%, HTT ATP protect -4%, Tau fluor counter -8% and GAA spleen mod -7%.

Copied from the results shown, 4 compounds:
Screening CCCCOC(=O)c1ccc(NC(=O)c2cc3c(=O)n4cccc(C)c4nc3s2)cc1 returned GAA glycogen -5%[76.3 µM], Tau fibril ThT -10%, Tau FP inhib -1% and Tau fluor counter -9%.
Screening CC(C)Oc1ccc(C2CC(=O)N(c3cccc(C(=O)O)c3)C2=O)cc1 (stereo not drawn) returned GAA glycogen -2%, Tau fibril ThT -2%, GAA inhib 0%, Tau FP inhib 2%, GLA spleen mod -3%, HTT ATP protect -10%, Tau fluor counter 6% and GAA spleen mod 0%.
Screening CCc1ccc(N(CC(=O)NC)S(C)(=O)=O)cc1 returned GAA glycogen 6%, Tau fibril ThT -6%, GAA inhib -13%, Tau FP inhib 5%, GLA spleen mod -5%, HTT ATP protect 7%, Tau fluor counter 9% and GAA spleen mod 0%.
For Cc1ccc2ncnc(Nc3ccc(C)c(C)c3)c2c1 the results were GAA glycogen 0%, Tau fibril ThT inconclusive, GAA inhib -6%, Tau FP inhib -10%, GLA spleen mod 0%, HTT ATP protect -23%, Tau fluor counter inconclusive and GAA spleen mod 0%.
